HDAC3 inh = human HDAC3 inhibition. recombinant HDAC3, fluorogenic peptide/trypsin coupled, fluorescence. O15379. hit rate 0.15% among 320,000. inhibition, % at 8.3 µM. AID 2718; in the data active = inhibition above about 26%, passing the limit was not always enough; inconclusive = no clear call, values can overlap the other calls
Target sequence (O15379 whole entry, looked up): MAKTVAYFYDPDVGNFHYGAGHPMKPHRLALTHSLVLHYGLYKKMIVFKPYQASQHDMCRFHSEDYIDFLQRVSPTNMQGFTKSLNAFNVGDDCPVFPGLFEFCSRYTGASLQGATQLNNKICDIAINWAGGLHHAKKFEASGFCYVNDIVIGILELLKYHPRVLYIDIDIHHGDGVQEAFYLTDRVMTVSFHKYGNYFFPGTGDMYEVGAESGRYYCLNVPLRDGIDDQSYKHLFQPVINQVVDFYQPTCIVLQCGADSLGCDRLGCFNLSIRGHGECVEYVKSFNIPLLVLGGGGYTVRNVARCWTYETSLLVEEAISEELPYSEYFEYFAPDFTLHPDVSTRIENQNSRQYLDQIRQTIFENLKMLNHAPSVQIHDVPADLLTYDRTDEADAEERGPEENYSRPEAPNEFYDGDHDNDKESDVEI
* = called active by the depositor; ? = inconclusive. Some of the compounds tested; count on the stated rates, not on these rows.

SMILES | HDAC3 inh
COc1ccc(C=NNc2ccc(S(=O)(=O)Nc3ccccc3C(=O)O)cc2[N+](=O)[O-])c(OC)c1 | 13.0
COc1ccc(NS(=O)(=O)c2cccc(C(=O)NNC(=O)c3ccc(C)o3)c2)cc1 | -0.1
CCN1C(=O)c2cccc3c(S(=O)(=O)NCc4ccccc4)ccc1c23 | -3.2
OCC[C@H]1C[C@@H](O)[C@H](O)[C@]2(Cc3ccccc3CCO2)O1 | 1.1
O=C(CSc1ncnc2sccc12)NC1CCS(=O)(=O)C1 (stereo not drawn) | -4.4
CN(C(=O)COC(=O)Cn1cnc2ccccc21)C1CCCCC1 | 8.5
COCC(=O)Nc1ccc(N2CCOCC2)c(S(=O)(=O)Nc2ccc(OC)cc2)c1 | -6.1
O=C(CN1C(=O)NC2(CCCC2)C1=O)NCc1ccccc1 | -1.7
CC(C)c1ccc(NC(=O)COC(=O)[C@@H]2CCCN2C(=O)c2cccs2)cc1 | 2.5
Cc1cccc(NC(=O)[C@@H]2CCCN2C2=NS(=O)(=O)c3ccccc32)c1C | 2.6
Cc1cccc(C(=O)NCC(=O)OCC(=O)N(C)CC(=O)Nc2ccccc2Cl)c1 | -2.6
COc1cc(C#Cc2c(-c3cncn3C)n(C)c3ccc(-c4ccc(CN5CCOCC5)cc4)cc23)cc(OC)c1 | -2.6
CN(C)CCCNc1oc(-c2ccccc2Cl)nc1S(=O)(=O)c1ccccc1 | 9.8
CCc1sc(C(=O)N2CCN(CC(=O)Nc3cccc(F)c3)CC2)cc1C | 3.2
O=C(COC(=O)c1ccc(S(=O)(=O)N2CCOCC2)cc1)Nc1ccccc1F | -2.6
COc1ccc(NC(=O)c2ccc(OCC3CCCO3)cc2)cc1OC (stereo not drawn) | -0.8
CC(=O)c1ccc(S(=O)(=O)N2CCN(C(=O)c3ccc(-n4cncn4)c([N+](=O)[O-])c3)CC2)cc1 | 0.2
Cc1ccc(NC(=O)COC(=O)C2COc3ccccc3O2)cc1 (stereo not drawn) | -6.5
NC(=O)c1ccc(NS(=O)(=O)c2ccc(Br)s2)cc1 | -0.1
CCc1ccc(C(=O)C(C)OC(=O)Cn2[nH]c(=O)c3ccccc3c2=O)cc1 (stereo not drawn) | 0.8
O=C(O[C@H]1[C@H](Cc2ccccc2)NS(=O)(=O)[C@H]2C[C@@H]3C=C[C@]12O3)c1ccc([N+](=O)[O-])cc1 | 2.4
COc1ccc(C)cc1NC(=O)COC(=O)c1ccc2c(c1)OCO2 | 1.9
O=C(CCNC(=O)c1ccccc1)NCc1ccccc1F | 4.5
CC(=O)c1ccc(N(CC(=O)Nc2cc(C)on2)S(=O)(=O)c2ccc(C)cc2)cc1 | -6.9
O=C(C1CCN(S(=O)(=O)c2cccs2)CC1)N1CCN(c2ccccc2O)CC1 | 3.1
(list continues)
SMILES | HDAC3 inh
CNS(=O)(=O)c1cccc(C(=O)OCC(=O)N2CCN(C(=O)c3ccco3)CC2)c1 | -14.9
COC(=O)[C@]1(Cc2ccccc2)N[C@H](CN(C)S(=O)(=O)c2ccc(OC(F)(F)F)cc2)[C@@H]2C(=O)N(Cc3ccccc3)C(=O)[C@@H]21 | 3.4
COc1ccc(C(CNC(=O)COc2ccccc2C)N2CCCCC2)cc1 (stereo not drawn) | 2.3
COc1cccc(NC(=O)COC(=O)C2=NN(c3ccccc3)C(=O)CC2)c1 | -1.1
COc1ccc(-c2ccc3c(c2)c(C#Cc2ccsc2)c(-c2cc(OC)cc(OC)c2)n3C)cc1 | -7.5
CCN(CC(=O)NNC(=O)c1ccccc1)Cc1ccc(OC)c(F)c1 | 0.5
Cc1cc(C)c(C)c(S(=O)(=O)N2CCC(C(=O)NCCCN3CCCC3=O)CC2)c1C | -1.4
CC(NC(=O)c1ccc(S(=O)(=O)Nc2ccccc2)cc1)c1ccc(S(N)(=O)=O)cc1 (stereo not drawn) | -3.6
COC(=O)c1ccccc1-c1c2ccc(=N)cc-2oc2cc(N)ccc12 | 3.8
CCC(C)N(C(=O)COC(=O)CN=C1NS(=O)(=O)c2ccccc21)C1CCS(=O)(=O)C1 (stereo not drawn) | -5.1
CC1(NC(=O)CC(c2ccccc2)(c2ccccc2)c2ccccc2)CCN(CCCc2ccccc2)C1=O (stereo not drawn) | ?
COc1ccc(NC(=O)CN2C(=O)NC(C)(c3ccc4c(c3)OCCO4)C2=O)cc1S(N)(=O)=O (stereo not drawn) | -1.3
CC(OC(=O)c1cnc(Cl)c(Cl)c1)C(=O)NCc1ccccc1 (stereo not drawn) | 4.7
O=C(Nc1ccccc1)c1nc[nH]c1C(=O)NCc1ccccc1 | -7.2
CSc1ccccc1C(=O)Nc1ccc(S(=O)(=O)NC2=NCCCCC2)cc1 | 0.4
Cc1cccc([N+](=O)[O-])c1C(=O)O | 1.3
COc1cc2cnc(-c3ccccc3)cc2cc1OC | 0.1
CN(C)c1ccc(C(=O)N2CCN(C(=O)C3CCCO3)CC2)cc1 (stereo not drawn) | 2.4
COc1cc(-c2nnc(SCC(=O)Nc3ccc(C(=O)O)cc3)o2)cc(OC)c1OC | -1.3
Nc1ccn(CC(=O)NCc2ccccn2)c(=O)n1 | -3.7
O=C(COc1ccccc1Cc1ccccc1)Nc1cccnc1 | 7.4
CC1(c2ccc(Cl)cc2)NC(=O)N(CC(=O)NC2CCCCC2)C1=O (stereo not drawn) | 2.0
COc1cc(OC)cc(-c2c(C#Cc3ccsc3)c3cc(-c4ccc(C(N)=O)cc4)ccc3n2C)c1 | -0.8
CCOc1ccccc1OCCCC(=O)ON=C(N)c1ccccc1 | 2.0
COc1ccc([C@H]2CC(=O)C=C(c3ccc4c5c(cccc35)CC4)C2)cc1 | -2.9
(further entries)
SMILES | HDAC3 inh
CN(c1cccc(Cl)c1)S(=O)(=O)c1cccc(C(=O)NCc2ccncc2)c1 | 0.9
CNc1ccc(S(=O)(=O)NCC(=O)OC(C)C(=O)N(C)Cc2ccccc2)cc1[N+](=O)[O-] (stereo not drawn) | 4.3
CSc1ccc(C=O)cc1 | 1.9
COc1ccc(CN(C)CC(=O)NCC(=O)Nc2c(C)cccc2C)cc1 | 3.0
Cc1cccc(OCC(=O)NCC(C)(C)N2CCOCC2)c1 | 0.5
CC(=O)Nc1ccc(SCC(=O)Nc2ccccc2N2CCOCC2)cc1 | -0.7
CCOC(=O)[C@H]1[C@H]2COc3ccccc3[C@@H]2N2C(=O)CNC(=O)[C@@]12C | 3.1
CCOC(=O)c1ccc(S(=O)(=O)NNC(=O)Cc2csc(C)n2)cc1 | -5.4
Cc1ccc2c(=O)n3c(nc2c1)C(CC(C)C)NC(=O)c1ccc(Cl)cc1-3 (stereo not drawn) | 3.4
COCCCNC(=O)CC1C[C@H](C(=O)N2CCCCC2)[C@@]2(CCc3ccccc3)c3[nH]c4ccccc4c3CCN2C1=O (stereo partly drawn) | -3.3
O=C1CN(S(=O)(=O)c2ccccc2)CCN1 | -10.0
Cc1cccc(N2CCN(C(=O)CSc3ccc4c(c3)OCCO4)CC2)c1C | -1.8
Cc1ccc(CNC(=O)CSc2nc3ccccc3c(=O)n2CC2CCCO2)cc1 (stereo not drawn) | -1.5
O=S(=O)(c1ccc(Cl)cc1)N1CCCC(c2nc(-c3ccc(F)cc3)no2)C1 (stereo not drawn) | -3.3
CCOc1ccc(NC(=O)c2ccco2)cc1S(=O)(=O)N1CCCC1 | 1.3
O=C(Nc1ccccc1N1CCOCC1)c1ccc(N2CCCC2=O)cc1 | 9.0
c1nc(C2CCCCC2)cc2cc3c(cc12)OCO3 | 8.4
Cc1nc(SCc2nc3ccccc3[nH]2)c2oc3cc([N+](=O)[O-])ccc3c2n1 | 11.4
CC(C)(C)c1ccc(NC(=O)C2=CN3CCS(=O)(=O)N=C3C=C2)cc1 | 1.6
Cc1cc(F)ccc1S(=O)(=O)Nc1ccccc1C(=O)N1CCCC1 | 0.9
O=C(COc1ccc(Cl)cc1)NNC(=O)c1ccc(=O)[nH]c1 | 2.5
CC(=O)c1nccs1 | -2.7
CCOC(=O)/C=C1\SC(C)C(=O)N1CC(=O)N(CCC#N)c1ccccc1 (stereo not drawn) | -1.7
Cc1ccc2c(c1)C1C[N+](C)(CC(=O)Nc3ccccc3Cl)CCC1N2C(=O)c1ccccc1Cl (stereo not drawn) | -3.5
CCN(Cc1nc2cc(Cl)ccc2c(=O)[nH]1)C(=O)c1ccc(C)c(NC(=O)c2ccco2)c1 | -0.6

Rewritten with tabs: part of the list above
canonical_smiles	HDAC3 inh
CN(c1cccc(Cl)c1)S(=O)(=O)c1cccc(C(=O)NCc2ccncc2)c1	0.9
CNc1ccc(S(=O)(=O)NCC(=O)OC(C)C(=O)N(C)Cc2ccccc2)cc1[N+](=O)[O-] (stereo not drawn)	4.3
CSc1ccc(C=O)cc1	1.9
COc1ccc(CN(C)CC(=O)NCC(=O)Nc2c(C)cccc2C)cc1	3.0
Cc1cccc(OCC(=O)NCC(C)(C)N2CCOCC2)c1	0.5
CC(=O)Nc1ccc(SCC(=O)Nc2ccccc2N2CCOCC2)cc1	-0.7
CCOC(=O)[C@H]1[C@H]2COc3ccccc3[C@@H]2N2C(=O)CNC(=O)[C@@]12C	3.1

Returning to the listing; the 5 compounds before the break are reprinted first.
SMILES | HDAC3 inh
O=C(COc1ccc(Cl)cc1)NNC(=O)c1ccc(=O)[nH]c1 | 2.5
CC(=O)c1nccs1 | -2.7
CCOC(=O)/C=C1\SC(C)C(=O)N1CC(=O)N(CCC#N)c1ccccc1 (stereo not drawn) | -1.7
Cc1ccc2c(c1)C1C[N+](C)(CC(=O)Nc3ccccc3Cl)CCC1N2C(=O)c1ccccc1Cl (stereo not drawn) | -3.5
CCN(Cc1nc2cc(Cl)ccc2c(=O)[nH]1)C(=O)c1ccc(C)c(NC(=O)c2ccco2)c1 | -0.6
Cc1ccc(CCN2C(Nc3ccccc3)=NC[C@@H]2C)cc1 | -9.6
O=S(=O)(c1cccc(F)c1)N1CCN(c2nc(-c3cccnc3)nc3ccccc23)CC1 | 3.4
CCOC(=O)C1=C(COC(=O)[C@@H](NC(=O)c2cccc(C)c2)C(C)C)NC(=O)NC1C (stereo partly drawn) | 2.9
Cc1csc(SCC(=O)Nc2ccc3[nH]c(=O)[nH]c3c2)n1 | 2.9
Cc1ccc(C(=O)OCC(=O)NCc2ccc(F)cc2)o1 | -4.4
O=c1oc(CCCO)cc2ccc(C#CC3(O)CCCCC3)cc12 | 0.1
C[C@@]12C(=O)Nc3cc(F)c(F)cc3C(=O)N1[C@H]1c3cc(Cl)ccc3OC[C@@H]1[C@@H]2c1ccccc1 | 2.3
CCC(C)Sc1ccc([C@@H]2[C@H]3C(=O)N(CC)C(=O)[C@H]3[C@]3(C(=O)OC)CCCN23)cc1OC (stereo partly drawn) | 6.4
C[C@H](CO)N1C[C@H](C)[C@@H](CN(C)C(=O)Nc2ccc(C(F)(F)F)cc2)Oc2c(NS(=O)(=O)c3cccs3)cccc2C1=O | 2.7
CCc1ccc([C@@H]2CC=C(C(=O)O)[C@H](c3ccc(Cl)cc3)N2S(=O)(=O)c2ccc(C)cc2)cc1 | 4.9
Cc1sc2ncnc(N3CCC(C(=O)Nc4sc5c(c4C(N)=O)CCC(C)C5)CC3)c2c1C (stereo not drawn) | -2.9
O=C(COC(=O)C1=NN(c2ccccc2)C(=O)CC1)Nc1ccc([N+](=O)[O-])cc1C(F)(F)F | 2.4
CN(C(=O)COC(=O)Cc1c(F)cccc1Cl)c1c(N)n(Cc2ccccc2)c(=O)[nH]c1=O | -3.4
O=C(c1ccncc1)N1CCN(S(=O)(=O)c2ccccc2Br)CC1 | ?
Nc1nc(N)nc(-c2ccc(Cl)c(Cl)c2)n1 | -9.2
O=C(C[C@@H]1C/C=C/CCCC(=O)O[C@H](c2ccccc2)CNC1=O)N[C@H](CO)Cc1ccccc1 | 1.7
COc1ccc(SC[C@H](C)CN2CC[C@H](NC(=O)OCc3ccccc3)CCC2=O)cc1 | 0.5
CCN(Cc1ccc2c(c1)OCCO2)C(=O)CN1C(=O)NC2(CCCCC2)C1=O | 1.6
COc1cc2c(-c3ccc4c(c3)OCO4)c(-c3ccsc3)oc(=O)c2cc1OC | 0.0
O=C(CSc1cccc[n+]1[O-])NC1CCCCC1 | 3.4
COc1cc(OC)cc(-c2c(-c3ccc(F)cc3)c3cc(-c4ccc5c(c4)OCCO5)ccc3n2C)c1 | -12.4
Cn1sccc1=O | -1.5
COc1ccccc1N(C)S(=O)(=O)c1ccc(C(=O)NCC2CCCCC2)cc1 | 7.2
Nc1cc(S(=O)(=O)N2CCOCC2)ccc1N1CCCCC1 | 2.5
CCOC(=O)N1CCN(C(=O)c2ccc3[nH]c(C)c(C)c3c2)CC1 | -0.7
(more compounds)
SMILES | HDAC3 inh
COc1ccc([C@H]2CC(=O)C=C(c3cccc(C(C)C)c3)C2)cc1 | -3.1
CCN(C(=O)CSc1nc2ccc(C)cc2[nH]1)C1CCS(=O)(=O)C1 (stereo not drawn) | -0.5
C[C@H](CO)N1C[C@H](C)[C@@H](CN(C)S(=O)(=O)c2ccccc2)Oc2ccc(NC(=O)Cn3cnnn3)cc2C1=O | -2.7
COC(=O)C1=C(C)N(Cc2ccccc2)C(=NCCN2CCOCC2)N[C@H]1CCc1ccccc1 | 7.3
CC1CCCC(NC(=O)CSc2n[nH]c(N)n2)C1C (stereo not drawn) | 3.0
CSCCC(NC(=O)c1ccccc1Br)C(=O)NNC(=O)c1cc(C)oc1C (stereo not drawn) | 1.7
O=S(=O)(c1ccc(Cl)s1)N1CCNCC1 | -0.9
O=C(NCC(c1ccco1)N1CCCCC1)c1cccnc1 (stereo not drawn) | 1.7
COc1cc(CC(=O)OCC(=O)c2ccc[nH]2)cc(OC)c1OC | 4.7
CC(C)(C)C(C(=O)n1cccc1C#N)c1ccccc1 (stereo not drawn) | 9.7
CCn1c(CCC(N)=O)nnc1SCC(=O)c1cc(C)n(C2CC2)c1C | 2.5
Brc1cc(Br)c(Oc2cc(Br)c(Br)cc2Br)cc1Br | 0.3
CN(C)C(=O)c1ccc(NC(=O)CSc2nnc(-c3cccs3)n2N)cc1 | -1.7

Assay outcomes from PubChem.
